# Bcl-W Bim block: disrupts Bim peptide binding to human Bcl-W; Q92843; bead-based flow cytometry; inhibition, % at 10 µM; 0.02% of 190,000 active; AID 952;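 further: 0% = bound tracer without compound and 100% = peptide blocker; higher means less fluorescent Bim peptide bound to Bcl-W beads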
# Bcl-B Bim block: disrupts Bim peptide binding to human Bcl-B; Q9HD36; 0.073% of 190,000 active; inhibition, % at 10 µM; bead-based flow cytometry; AID 951;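 further: 0% = tracer peptide without compound and 100% = reference inhibitor peptide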
# RGS7-Gao reg: modulates binding of RGS7 to human Galphao; P09471; Multiplexed bead flow cytometry; actives lie on both sides; binding response (% of control), % at 10 µM; 0.35% of 220,000 active; in the data active means binding response below about 49% or above about 150%; inconclusive means no clear call, values can overlap the other calls; inactive means in between;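 further: fluorescent Galphao held in activated GDP-AlF4 state binding bead-coupled RGS7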
# Target sequence (P09471 whole entry, looked up): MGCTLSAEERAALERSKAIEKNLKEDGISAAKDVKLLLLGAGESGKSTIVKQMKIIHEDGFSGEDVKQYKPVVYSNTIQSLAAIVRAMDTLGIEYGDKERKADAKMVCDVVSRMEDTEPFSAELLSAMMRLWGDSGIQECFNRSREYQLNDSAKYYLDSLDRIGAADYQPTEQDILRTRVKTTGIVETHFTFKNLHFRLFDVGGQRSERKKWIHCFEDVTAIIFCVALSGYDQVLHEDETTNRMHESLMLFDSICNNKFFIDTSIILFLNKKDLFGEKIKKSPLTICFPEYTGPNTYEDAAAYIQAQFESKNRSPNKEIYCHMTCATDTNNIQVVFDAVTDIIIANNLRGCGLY
# RGS8-Gao: human RGS8-Galphao interaction regulation. response (percent of control binding), % at 10 µM. AID 1423. P09471. multiplexed bead flow cytometry, RGS8-Galphao binding; actives lie on both sides. 0.34% of 220,000 active; in the data active means response below about 60% or above about 140%; inactive means in between;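 further: Galphao activated as the GDP aluminium fluoride complex binding bead-coupled RGS8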
# Bim-Bcl-XL: inhibitors of Bim-Bcl-XL interaction, human; inhibition, % at 10 µM; Bim peptide-Bcl-XL binding, bead flow cytometry, fluorescence; 0.04% of 190,000 active
# ABCB1 inh: blocks JC-1 efflux by human ABCB1 transporter | P08183 | CCRF-Adr cells, flow cytometry | inhibition, % at 6.6 µM | 0.067% of 190,000 active | AID 1326; in the data active means inhibition above about 40%;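 further: 0% = vehicle and 100% = reference inhibitor; higher value means more JC-1 retained so stronger ABCB1 efflux block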
# Bcl-2 Bim block: disrupts Bim peptide binding to human Bcl-2; AID 950; P10415; inhibition, % at 10 µM; Bead-based flow cytometry, Bim peptide-Bcl-2 binding; 0.06% of 190,000 active; in the data active means inhibition above about 40%; inconclusive means no clear call, values can overlap the other calls;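 further: 0% = no compound wells with probe peptide and 100% = reference peptide inhibitor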
# Mcl-1 Bim block: human Bim-Mcl-1 interaction inhibition; Q07820; 0.1% of 190,000 active; Bead-based flow cytometry, Bim peptide-Mcl-1 binding; inhibition, % at 10 µM; AID 1009;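 further: 0% = no compound tracer wells and 100% = peptide blocker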
# ABCG2 block: blocks JC-1 efflux by human ABCG2 transporter | IgMXP3 cells, flow cytometry | inhibition, % at 6.6 µM | 0.1% of 190,000 active;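 active means inhibition above 80%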;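 further: 0% = DMSO and 100% = nicardipine control wells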
# Target sequence (Q9UNQ0 whole entry, looked up): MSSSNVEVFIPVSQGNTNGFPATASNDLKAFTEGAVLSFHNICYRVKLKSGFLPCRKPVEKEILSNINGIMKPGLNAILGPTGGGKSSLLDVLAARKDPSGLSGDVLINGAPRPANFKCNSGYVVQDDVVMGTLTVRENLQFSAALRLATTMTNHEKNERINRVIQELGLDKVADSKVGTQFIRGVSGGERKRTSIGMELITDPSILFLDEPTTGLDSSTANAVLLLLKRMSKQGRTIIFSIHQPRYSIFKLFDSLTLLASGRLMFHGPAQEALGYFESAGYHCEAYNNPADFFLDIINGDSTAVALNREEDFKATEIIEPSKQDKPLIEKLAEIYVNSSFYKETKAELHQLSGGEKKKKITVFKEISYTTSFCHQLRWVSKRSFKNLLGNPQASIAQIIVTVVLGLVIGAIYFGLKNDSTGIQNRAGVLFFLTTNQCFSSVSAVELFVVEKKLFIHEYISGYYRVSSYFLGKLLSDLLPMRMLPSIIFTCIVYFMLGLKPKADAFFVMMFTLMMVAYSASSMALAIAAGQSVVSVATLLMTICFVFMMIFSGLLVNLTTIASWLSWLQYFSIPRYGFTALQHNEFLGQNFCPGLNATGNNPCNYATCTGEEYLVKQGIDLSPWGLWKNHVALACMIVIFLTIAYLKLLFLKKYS
#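 Measure – % inhibition of efflux relative to nicardipine and DMSO · Test system – ABCG2 IgMXP3 and barcoded ABCB1 CCRF-Adr cell mix · Control set – nicardipine as high control, DMSO as low control · Compound – one concentration, 6.6 µM final · Signal – flow cytometry of retained JC-1 fluorescence · Timing – 10 min exposure at 25 °C with rotation, no wash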
# RGS4-Gao reg: human RGS4-Galphao interaction regulation; P09471; Multiplexed bead flow cytometry, RGS4-Galphao binding; actives lie on both sides; binding response (% of control), % at 10 µM; 0.33% of 220,000 active; AID 1415; in the data active means binding response below about 49% or above about 150%; inactive means in between;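 further: fluorescent Galphao activated with aluminum fluoride binding bead-coupled RGS4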
# Bfl-1 Bim block: inhibitors of Bim-Bfl-1 interaction, human | Q16548 | Bead-based flow cytometry, Bim-Bfl-1 binding inhibition | inhibition, % at 10 µM | 0.12% of 190,000 active | AID 1008;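 further: 0% = wells without compound plus tracer and 100% = blocker peptide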
# * = called active by the depositor; ? = inconclusive. Unless noted, no stated cut-off is given here; in the data, active means inhibition above about 40%. An unsorted share of the library. Share with any hit: about 0.94%.
SMILES,Bcl-W Bim block,Bcl-B Bim block,RGS7-Gao reg,RGS8-Gao,Bim-Bcl-XL,ABCB1 inh,Bcl-2 Bim block,Mcl-1 Bim block,ABCG2 block,RGS4-Gao reg,Bfl-1 Bim block
CCOC(=O)C1(Cc2ccccc2C)CCCN(Cc2ccc(NC(C)=O)cc2)C1 (stereo not drawn),-4,-6,100,102,-1,0.0,-5,-39,0,101,0
O=C(N/N=C/c1cccn1-c1ccccc1)c1ccncc1,-3,-3,102,97,-5,1.0,-2,-1,32,99,-6
O=C(NCC1CCCO1)c1cc(S(=O)(=O)N2CCCC2)c(Cl)cc1Cl (stereo not drawn),2,3,100,98,3,0.8,0,3,5,99,4
CCC(c1nnnn1Cc1ccc2c(c1)OCO2)N1CCN(c2ccc(OC)cc2)CC1 (stereo not drawn),-2,-10,96,97,-13,1.3,-9,-6,14,95,-18
N=C1C(c2nc(-c3ccc(Br)cc3)cs2)=C(O)CN1NC(=O)c1ccc([N+](=O)[O-])cc1,0,-2,98,101,-2,-0.6,-2,2,-4,96,-5
O=C1/C(=C/c2ccc(O)cc2)CCc2ccc([N+](=O)[O-])cc21,-1,-8,108,108,-4,0.7,-1,0,10,110,3
CCOC(=O)Cc1csc(NC(=O)C(C)(C)C)n1,-1,-6,99,100,-5,0.3,-5,0,1,100,-12
CCC(=O)N(Cc1ccc(C)cc1)Cc1cc2cc3c(cc2[nH]c1=O)OCO3,0,-8,93,93,-8,0.5,-6,0,1,88,-11
CC1Cc2cccc3c(O)c(C(=O)c4nn[nH]n4)c(=O)n1c23 (stereo not drawn),0,-3,99,97,-4,1.2,-4,-2,32,99,-2
COc1ccc2c(c1)-c1c(sn(-c3ccccc3)c1=S)C(C)(C)N2,0,-3,102,99,-2,0.0,2,0,2,105,1
COc1ccc(NC(=O)C(c2ccccn2)N(C(C)=O)c2ccc(C)cc2)cc1 (stereo not drawn),-2,-3,105,102,-2,0.4,-1,2,1,105,1
CC(OC(=O)c1ccccc1O)C(=O)Nc1ccc(Cl)cn1 (stereo not drawn),-5,-2,104,102,-1,-0.7,-1,-2,3,101,-6
CCOC(=O)c1c(NC(=O)c2nc3n(n2)C(C(F)F)CC(C)N3)sc2c1CCCC2 (stereo not drawn),-3,-6,102,106,-8,2.4,-7,-4,6,103,-1
CN1CCc2nc(SCCOc3ccccc3)c(C#N)cc2C1,-1,-8,101,101,-3,1.3,-3,0,17,100,-6
COc1cc(OC)c(NC(=O)c2cccc(F)c2)cc1Cl,-1,-7,100,106,-8,0.7,-14,-1,23,104,-7
COc1ccc(OCCSc2nnc3c(Cl)cc(Cl)cn23)cc1,-4,-4,105,101,-4,0.8,-17,-5,9,103,-15
Cc1ccc2nc(/C(C#N)=C\c3ccc(N4CCCCC4)c([N+](=O)[O-])c3)[nH]c2c1,2,-2,89,96,0,-0.3,2,0,-3,92,1
Cc1ccc(C(=O)/C=C/Nc2ccc3c(c2)OCO3)cc1,5,-2,103,103,-1,0.4,1,-2,3,104,0
O=C(NC1CCCC1)c1ccc(CS(=O)(=O)c2ccc(Br)cc2)o1,-1,-6,98,104,-7,0.6,-10,-3,2,101,-13
Cn1c(=O)c2cn(-c3cccc4ccccc34)cc2n(C)c1=O,5,2,92,96,3,1.7,3,-3,18,96,8
CC(C(=O)Nc1ccccc1-c1ccccc1)N1CCN(Cc2ccccc2)CC1 (stereo not drawn),1,-3,?,98,-4,11,-5,-5,2,99,-7
Oc1ccccc1-c1nc(NCCN2CCOCC2)c2ccccc2n1,1,-10,98,106,-5,0.9,-18,-3,11,100,-12
CCC(C)NC(=O)c1cc(C)no1 (stereo not drawn),3,-33,101,100,-10,-0.8,-14,-120,0,98,-12
Fc1ccc(-n2cc(CNCCc3ccncc3)c(-c3ccccc3Cl)n2)cc1,-4,-3,103,108,-6,5.5,-3,0,5,101,0
Cc1nc2ccccn2c1C(=O)/C=C/c1cccc([N+](=O)[O-])c1,-2,-1,?,89,0,0.4,4,0,0,82,5

# Filtered by structure, the compounds so far with fluorine.
SMILES,Bcl-W Bim block,Bcl-B Bim block,RGS7-Gao reg,RGS8-Gao,Bim-Bcl-XL,ABCB1 inh,Bcl-2 Bim block,Mcl-1 Bim block,ABCG2 block,RGS4-Gao reg,Bfl-1 Bim block
CCOC(=O)c1c(NC(=O)c2nc3n(n2)C(C(F)F)CC(C)N3)sc2c1CCCC2 (stereo not drawn),-3,-6,102,106,-8,2.4,-7,-4,6,103,-1
COc1cc(OC)c(NC(=O)c2cccc(F)c2)cc1Cl,-1,-7,100,106,-8,0.7,-14,-1,23,104,-7
Fc1ccc(-n2cc(CNCCc3ccncc3)c(-c3ccccc3Cl)n2)cc1,-4,-3,103,108,-6,5.5,-3,0,5,101,0

# (listing goes on)
SMILES,Bcl-W Bim block,Bcl-B Bim block,RGS7-Gao reg,RGS8-Gao,Bim-Bcl-XL,ABCB1 inh,Bcl-2 Bim block,Mcl-1 Bim block,ABCG2 block,RGS4-Gao reg,Bfl-1 Bim block
Nc1c(C(=O)NCc2ccco2)nnn1CC(=O)Nc1ccccc1,0,-4,104,104,-3,0.3,-5,-2,8,103,-1
O=c1oc2ccccc2c(O)c1/C=C1\C=Nc2ccccc21,0,-2,101,104,0,-0.3,1,0,0,102,-1
COC(=O)c1ccc(-n2nnnc2SC)cc1,-4,-18,120,97,-9,0.2,-8,-6,9,103,-14
COC(c1ccccc1)c1nnc(CCC(=O)N2CCN(CCOc3ccccc3)CC2)o1 (stereo not drawn),-1,-1,97,99,-3,0.1,-4,0,1,101,-5
O=S(=O)([N-]c1nc2ccccc2nc1-[n+]1ccccc1)c1ccc(F)cc1,-5,-8,?,102,-5,0.4,-5,0,1,102,-8
COc1ccc(S(=O)(=O)NCCSCc2ccco2)cc1OC,-1,-2,99,104,-4,0.1,-3,-1,0,89,-2
COc1ccc(C(=O)NNC(=O)CNC(=O)C2CCCCC2)cc1,-1,-5,103,101,-3,1.3,-4,-1,4,98,-5
C#CCOCCOCCOCCNc1nc(N2CCN(C(=O)[C@H]([C@@H](C)O)n3cc(CCCCN)nn3)CC2)nc(N2CCN(C(=O)[C@H](C)n3cc(CCCN=C(N)N)nn3)CC2)n1,-3,-5,97,94,-7,0.0,-7,-1,0,91,-2
CCOc1ncccc1C(=O)N1CCN(C(=O)c2ccccc2)CC1,-2,-3,98,98,-2,0.3,-2,-1,1,99,-6
COc1cccc(CNC(=O)C(=O)NCC(c2ccco2)N2CCOCC2)c1 (stereo not drawn),-7,-4,111,101,-8,65*,-5,-3,65,109,-11
CC(=O)CSc1ncnc2c1cnn2-c1ccccc1,-1,-2,103,102,-2,0.1,-5,0,5,100,-4
COc1cc(C(=O)Oc2cc(C)[nH]c(=O)c2[N+](=O)[O-])cc(OC)c1OC,-6,-6,104,104,-5,0.7,-2,-1,2,102,0
CCc1ccc(N2CC(O)=C(c3nc4ccccc4c(=O)[nH]3)C2=N)cc1,0,-2,100,102,-4,1.0,1,0,2,99,-4
COC(=O)CC1COc2ccccc2N1C(=O)c1cccc(C(F)(F)F)c1 (stereo not drawn),-4,0,102,106,-2,0.8,0,0,5,112,-3
CCC1CCCCN1C(=O)c1ccccc1OC1CCN(S(C)(=O)=O)CC1 (stereo not drawn),-1,-3,104,102,-3,0.8,-2,-1,2,101,-3
COc1ccccc1S(=O)(=O)Cc1ccc(C(=O)N2CCOCC2)o1,-5,-9,95,97,-9,6.1,-6,-4,-2,98,-12
O=C(CN1CCN(C(=O)c2ccco2)CC1)Nc1ccc(Cl)c(S(=O)(=O)N2CCOCC2)c1,1,-2,101,100,0,0.4,-2,0,3,101,-1
O=C(NC1CCCCCC1)C1c2ccccc2C(=O)N1Cc1cccnc1 (stereo not drawn),0,-5,91,94,-3,1.6,-15,-5,21,90,-16
CCOC(=O)C1(S(=O)(=O)c2ccc(Cl)cc2)CCN(Cc2ccc(Cl)cc2)CC1,-5,-2,102,99,-9,-0.3,-6,-6,-3,104,-2
CCOCCCNc1nc2nc3ccc(C)cn3c(=O)c2cc1C(=O)NCC1CCCO1 (stereo not drawn),2,-4,98,100,-1,-2.6,-1,2,-4,98,-3
COc1ccc(-c2noc(CN(C(=O)c3c(-c4ccccc4Cl)noc3C)C(C)C)n2)cc1,0,-4,93,80,-4,15,-7,-1,38,92,-6
CC(=O)c1c(C(=O)O)[nH]c(C(=O)O)c1C,-2,-8,?,99,-1,0.8,-6,-3,6,100,-6
O=C(C(=O)N1CCN(c2ccccc2)CC1)c1c[nH]c2ccccc12,-1,0,?,101,-1,0.2,0,0,-2,99,-4
Cc1ncc([N+](=O)[O-])n1CC(=O)Nc1ccccc1,3,4,107,105,0,-0.1,3,3,0,101,7
Cc1nonc1C1CCCN1C(=O)c1cc(COc2ccc(F)cc2F)on1 (stereo not drawn),-3,0,99,101,-3,1.3,-5,2,4,99,-4
# (cont.)
SMILES,Bcl-W Bim block,Bcl-B Bim block,RGS7-Gao reg,RGS8-Gao,Bim-Bcl-XL,ABCB1 inh,Bcl-2 Bim block,Mcl-1 Bim block,ABCG2 block,RGS4-Gao reg,Bfl-1 Bim block
CCOC(=O)CSc1nc(N(C)C)nc(N(C)C#N)n1,-2,-3,105,102,-3,0.4,0,-3,14,101,0
CCC/C=N/NC(=O)c1cc(Br)ccc1O,-2,1,100,99,-2,0.0,-2,-1,-7,101,-2
O=S(=O)(NCc1ccco1)c1ccc(Cl)nc1,0,-2,96,103,-1,-0.3,-1,0,0,96,1
COCCCn1c(C)csc1=Nc1cccnc1,-4,-5,90,95,-6,0.6,-6,-3,5,89,-12
N#Cc1cnn2c1nc(N1CCCCC1)c1ccccc12,-1,-9,102,99,-7,1.6,-14,-3,38,101,-20
NS(=O)(=O)c1ccc(CCNC(=O)C(=O)NCC2OCCN2C(=O)c2ccc3c(c2)OCO3)cc1 (stereo not drawn),0,-3,98,100,1,2.0,-3,1,7,101,-5
O=C(c1cnc2sccn2c1=O)N1CCc2ccccc2C1,-8,-27,99,101,-15,0.0,-5,-4,-1,101,1
COc1ccc2[nH]cc(C(=O)CN3CCCCC3)c2c1,-1,-5,97,101,-1,0.7,-1,-2,16,99,0
O=C(CN1CCN(c2ccc(Cl)cc2)CC1)NCc1ccccc1,-4,-1,107,106,-3,1.2,-5,0,4,105,-3
CCOc1ccc(S(=O)(=O)N(C)c2ccc(OCC(=O)N3c4ccc(C)cc4C4CN(C)CCC43)cc2)cc1 (stereo not drawn),0,-5,104,103,0,5.5,-4,-1,5,100,-4
O=C(CN1CCN(c2ncc(C(F)(F)F)cc2Cl)CC1)NCCNc1ncc(C(F)(F)F)cc1Cl,-1,0,95,98,-2,0.7,-1,-2,4,98,-2
CC(=O)NC(CCS(C)(=O)=O)C(=O)Nc1ccc(C)c(F)c1 (stereo not drawn),-1,0,105,107,-6,0.1,-5,-3,0,104,-1
Cc1cccc(Nc2nnc(SCc3cn4ccsc4n3)s2)c1,2,-7,96,100,-4,0.6,-8,0,4,98,-10
